# Screening data (PubChem BioAssay)
# NF-kB neuron act: compounds increasing NF-kB expression in human neuronal cells | fold change at 12.5 µM | NF-kB reporter expression; stronger effect = higher value | AID 1239 | 1.6% of 190,000 active; in the data active = fold change above about 3.3
# PMI act satM6P: increases human PMI activity with near-saturating mannose 6-phosphate; activation factor at 20 µM; coupled PMI enzyme assay, resazurin fluorescence, 20 min; stronger effect = higher value; 1 = untreated enzyme, 0 = substrate-free blank; P34949; AID 1216; 0.34% of 190,000 active;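 active = activation factor of 2 or more at 20 µM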
# Target sequence (P34949 whole entry, looked up): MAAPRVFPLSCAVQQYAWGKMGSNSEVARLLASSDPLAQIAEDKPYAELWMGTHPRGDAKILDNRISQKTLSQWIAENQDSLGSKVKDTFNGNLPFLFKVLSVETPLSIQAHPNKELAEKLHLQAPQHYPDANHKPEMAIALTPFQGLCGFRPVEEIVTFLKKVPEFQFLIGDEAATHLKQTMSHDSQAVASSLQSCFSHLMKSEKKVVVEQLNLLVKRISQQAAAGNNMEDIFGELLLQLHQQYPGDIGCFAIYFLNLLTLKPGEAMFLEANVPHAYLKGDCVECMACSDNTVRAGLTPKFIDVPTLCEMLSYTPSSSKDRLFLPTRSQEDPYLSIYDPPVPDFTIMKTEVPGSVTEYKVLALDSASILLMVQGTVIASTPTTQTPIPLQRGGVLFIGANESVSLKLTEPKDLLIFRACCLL
#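 Material: human phosphomannose isomerase with PGI, G6PDH, diaphorase coupling enzymes / Reagent: Man-6-P substrate 1.0 mM / Dosing: single compound dose of 20 µM, 1% DMSO final / Incubation: enzyme reaction with compound 20 min at room temperature / Signal: resorufin fluorescence (Ex 544/Em 590 nm) from resazurin via diaphorase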
# APP 5'UTR act: activates APP 5'UTR luciferase reporter; SH-SY5Y APP 5'UTR luciferase reporter, luminescence; zero percent = DMSO vehicle wells; activation, % at 2 µM; 1% of 190,000 active; AID 1276;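 active = activation above a set limit, based on mean plus 3 SD of controls, cut at about 140% in these data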; note: values of inactives mirror those of a sister screen read the other way
# TNAP inh hi DEA: blocks human TNAP under high phosphate acceptor concentration; P05186; purified TNAP, CDP-star luminescence, 1 M DEA; inhibition, % at 20 µM; 0.03% of 200,000 active; AID 1135;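 active = over 50% inhibition of tissue-nonspecific alkaline phosphatase at 20 µM in the single-dose screen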;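 note: plate controls were DMSO wells for no effect and EDTA-quenched wells as full inhibition for full effect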
# TNAP inh no acc: blocks human TNAP activity with no phosphate acceptor present | AID 1012 | purified TNAP, CDP-star luminescence, 30 min | P05186 | 0.26% of 200,000 active | inhibition, % at 20 µM;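 active = tissue-nonspecific alkaline phosphatase inhibition above about 50% at 20 µM in the single-dose screen, limit read from the data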;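 note: 0% = DMSO negative control and 100% = EDTA positive control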
# FLuc act counter: affects firefly luciferase, flagging false hits in luciferase stimulation screens. activation factor at 10 µM. AID 1027. P08659. 200,000 tested, under 10 active. ATPlite luciferase biochemical, luminescence, 10 min; 0 = ATP-free wells, 1 = DMSO control;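 active = luciferase activation factor, scaled between plate controls, of at least 2 with compound at 10 µM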
# Target sequence (P08659 whole entry, looked up): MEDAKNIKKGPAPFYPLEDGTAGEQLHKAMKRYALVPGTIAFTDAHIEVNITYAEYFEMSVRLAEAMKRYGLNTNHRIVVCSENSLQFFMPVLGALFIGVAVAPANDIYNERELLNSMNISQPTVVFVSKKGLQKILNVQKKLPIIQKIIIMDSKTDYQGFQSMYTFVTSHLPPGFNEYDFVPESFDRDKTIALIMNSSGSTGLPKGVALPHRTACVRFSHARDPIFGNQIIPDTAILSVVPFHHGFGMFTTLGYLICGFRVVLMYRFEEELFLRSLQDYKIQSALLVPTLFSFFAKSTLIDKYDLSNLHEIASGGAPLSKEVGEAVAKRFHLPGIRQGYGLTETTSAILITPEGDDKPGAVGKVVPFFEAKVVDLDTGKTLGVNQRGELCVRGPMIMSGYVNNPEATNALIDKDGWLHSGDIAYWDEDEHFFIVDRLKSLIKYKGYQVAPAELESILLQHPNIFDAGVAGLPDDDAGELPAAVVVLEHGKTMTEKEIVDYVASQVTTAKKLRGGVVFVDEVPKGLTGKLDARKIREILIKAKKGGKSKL
#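 Assay system: Luciferase/luciferin reagent mix; Medium: PBS as buffer for the ATP substrate; Dosing: test compounds dosed from 2 mM stocks in 100% DMSO; Times: 10 min, room temperature; Signal: luminescence from luciferase reaction; Read-out: luciferase activation; Controls: No-ATP low control, compound-free enzyme-plus-ATP high control.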
# FLuc inh counter: Photinus pyralis luciferase inhibition counter-screen. P08659. ATPLite firefly luciferase biochemical luminescence, 10 min. inhibition, % at 10 µM. 1.5% of 200,000 active. AID 1006;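 active = inhibition above about 50% when tested at 10 µM, limit read from the data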
# PMI act: increases human mannose-6-phosphate isomerase activity; P34949; 0.005% of 190,000 active; purified human PMI, coupled resazurin fluorescence, 20 min; stronger effect = higher value; 1 = vehicle control, 0 substrate-free wells; activation factor at 20 µM; AID 1214;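 active = activation factor of 2 or more at 20 µM, relative to plate controls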
# TNAP act hiacc: TNAP (human) activation, high acceptor | 200,000 tested, under 10 active | activation factor at 20 µM | purified TNAP, CDP-star luminescence, 1 M DEA, 30 min; stronger effect = higher value; 0 = EDTA background, 1 = DMSO-only activity | AID 1136 | P05186;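 active = activation factor at least 2 at 20 µM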
#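 Dosing: 20 µM single point. System: human TNAP. Amount: TNAP 1/800 final. Incubation: 30 min, room temperature. Read-out: TNAP activation factor scaled between EDTA and DMSO control wells. Signal: luminescence from CDP-star hydrolysis. Medium: 1 M DEA, pH 9.8, Mg2+, Zn2+. Control set: EDTA negative control, DMSO positive control.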
# bIAP act: intestinal alkaline phosphatase (bovine) activation | 0.17% of 200,000 active | activation factor at 20 µM | purified bovine IAP, CDP-star luminescence, 30 min; stronger effect = higher value; fold of DMSO-control signal, blank-subtracted;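 active = activation factor of 2 or more at 20 µM, a signal rise over negative controls twice the positive control's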
# The depositor's hits bear a star; · = not tested or not shown.
# Start of the data: the first 5 entries (preview)
SMILES,NF-kB neuron act,PMI act satM6P,APP 5'UTR act,TNAP inh hi DEA,TNAP inh no acc,FLuc act counter,FLuc inh counter,PMI act,TNAP act hiacc,bIAP act
NC(CC(=O)OC1CCCCC1)C(=O)OC1CCCCC1 (configuration not stated),1.2,1,0,-1,-7,1,0,1.1,1,1.1
Cc1nc2ncnn2c(C)c1Cc1ccc(Cl)cc1,1,0.9,13,-4,-6,1,-4,0.8,1,1
COc1ccc(Nc2c(-c3ccco3)nc3cccc(C)n23)cc1,1.1,0.9,20,-3,-3,1,-5,1.1,1,0.9
COc1ccc(C(=O)NNc2ccccc2)cc1OC,1.3,2.2*,6,4,-10,1,0,1.4,1,0.9
c1ccc(-c2ncc(-c3ccn[nH]3)s2)cc1,7.3*,0.9,230*,-5,-11,0.3,66*,1,1,1

# All compounds of this part, from the start:
SMILES,NF-kB neuron act,PMI act satM6P,APP 5'UTR act,TNAP inh hi DEA,TNAP inh no acc,FLuc act counter,FLuc inh counter,PMI act,TNAP act hiacc,bIAP act
NC(CC(=O)OC1CCCCC1)C(=O)OC1CCCCC1 (configuration not stated),1.2,1,0,-1,-7,1,0,1.1,1,1.1
Cc1nc2ncnn2c(C)c1Cc1ccc(Cl)cc1,1,0.9,13,-4,-6,1,-4,0.8,1,1
COc1ccc(Nc2c(-c3ccco3)nc3cccc(C)n23)cc1,1.1,0.9,20,-3,-3,1,-5,1.1,1,0.9
COc1ccc(C(=O)NNc2ccccc2)cc1OC,1.3,2.2*,6,4,-10,1,0,1.4,1,0.9
c1ccc(-c2ncc(-c3ccn[nH]3)s2)cc1,7.3*,0.9,230*,-5,-11,0.3,66*,1,1,1
O=C(CN1CCN(S(=O)(=O)c2ccc(Br)cc2)CC1)Nc1ccc(F)cc1F,1,1,-3,-7,-10,1.1,-10,1,1.1,1
Cc1ccc(S(=O)(=O)c2c(C)nn(C(C)(C)C)c2OC(=O)C(C)(C)C)cc1,0.75,1,15,-7,6,1.1,-7,1,1.1,1
CN1CCN(S(=O)(=O)c2cc([N+](=O)[O-])ccc2Cl)CC1,1.1,1,7,-6,-6,1.1,-10,1,1.1,1
COc1cc(C)ccc1OCCOc1cc(C)ccc1Cl,1,1,15,-4,-8,1,0,1,1,0.9
Cc1cc(C)cc(NC(=O)/C(C#N)=C/c2cn(CC(=O)NCc3ccco3)c3ccccc23)c1,1,1,-25,-1,-11,1,-4,0.9,1,0.9
CC(=O)C1=C(O)C(=O)N(c2cc(C(C)(C)C)on2)C1c1ccc(Br)cc1 (configuration not stated),0.97,1.1,-14,-4,7,1.1,-10,1.1,1,0.8
COc1ccc(-n2c(SCc3cn4c(C)cccc4n3)nc3ccccc3c2=O)cc1OC,1.1,1.2,-16,-7,-31,1.1,-7,1.4,1.1,1.2
N#CC(c1ccccc1)c1ccc2c(C(F)(F)F)cc(C(F)(F)F)nc2n1 (configuration not stated),0.35,1,22,12,8,1,3,1,0.9,0.7
O=C(c1cccc2ccccc12)C1CCCN(C(=O)CCCn2cncn2)C1 (configuration not stated),1.3,1,-6,-3,-9,1.1,-7,1,1,1.1
O=C(N1CCCCC1)C12CC3CC(CC(C3)C1)C2,1.4,1.2,-13,-2,-8,1,-5,1.1,1,0.9
O=C(NCCOC(=O)c1ccncc1)c1ccccc1,1.1,1.1,4,-7,-8,1,0,1.1,1.1,1.1
N#C/C(=C\c1ccc(N2CCOCC2)c([N+](=O)[O-])c1)c1nc2ccccc2[nH]1,0.46,1.1,41,7,11,1,2,1,0.9,0.9
O=c1/c(=C/c2cn(-c3ccccc3)nc2-c2ccc(F)cc2)sc2nc3ccccc3n12,1.1,0.9,13,-1,-4,1.1,-6,0.9,1,0.9
CC(C)COC(=O)CCn1[nH]c(=O)c2ccccc2c1=O,1.1,0.9,19,-5,-4,1.1,-11,1,1.1,0.9
CNC(=O)/C(=C\c1cccc(Oc2ccccc2)c1)NC(=O)c1ccccc1,0.9,0.8,-3,-1,-4,1,-2,0.9,1,0.8
c1ccc(C[n+]2cccc3c4ccccc4ccc32)cc1,1.1,1,-2,-2,-3,1,0,1,1,0.9
O=C(CN1CCCC1)N1CCCc2c1c(=O)oc1ccc(OCc3ccccc3)cc21,0.76,0.9,-5,2,-1,1,3,0.9,1,1
O=C(NCCCN1CCOCC1)c1cc(-c2cccs2)on1,7.3*,1,22,-3,-15,1,-3,0.9,1,0.9
CCC(NC(=O)Nc1ncccc1C)(C(F)(F)F)C(F)(F)F,1,1.1,12,-6,-13,1.1,-6,1,1.1,0.9
O=C(O)c1cccc(N=NN2CCOCC2)c1,1.3,·,18,-3,-6,1.1,-6,·,1,1
Cn1cc(C(=O)N2CCc3ccccc3C2)c(=O)c2cc(S(=O)(=O)N3CCCCC3)ccc21,1,1,23,0,-2,1,-2,1,1,1
CC(=O)NC1N=C(C)N(c2ccccc2)C1=O (configuration not stated),0.92,1.1,-14,-3,-12,1,0,1,1,0.9
N#Cc1c(N2C(=O)C3C4C=CC(C4)C3C2=O)sc2c1CCC2 (configuration not stated),1.2,0.9,13,-3,-11,1,-1,0.9,1,0.9
Cc1c(C(=O)O)oc2ccc(S(=O)(=O)N3CCC(C)CC3)cc12,1.5,1.1,7,-4,-11,1,-3,0.9,1,1
O=C1CCCC(O)=C1N=Nc1c(Cl)cc(Cl)cc1Cl,0.96,1,8,3,-6,1,-4,0.9,1,0.8

# 3 entries out of the list, arranged by molecular weight, low to high:
SMILES,NF-kB neuron act,PMI act satM6P,APP 5'UTR act,TNAP inh hi DEA,TNAP inh no acc,FLuc act counter,FLuc inh counter,PMI act,TNAP act hiacc,bIAP act
O=C(NCCOC(=O)c1ccncc1)c1ccccc1,1.1,1.1,4,-7,-8,1,0,1.1,1.1,1.1
N#C/C(=C\c1ccc(N2CCOCC2)c([N+](=O)[O-])c1)c1nc2ccccc2[nH]1,0.46,1.1,41,7,11,1,2,1,0.9,0.9
Cn1cc(C(=O)N2CCc3ccccc3C2)c(=O)c2cc(S(=O)(=O)N3CCCCC3)ccc21,1,1,23,0,-2,1,-2,1,1,1

# (listing goes on)
SMILES,NF-kB neuron act,PMI act satM6P,APP 5'UTR act,TNAP inh hi DEA,TNAP inh no acc,FLuc act counter,FLuc inh counter,PMI act,TNAP act hiacc,bIAP act
CCOc1ccc(/C=N/Nc2ccccn2)cc1OC,1.1,1,50,-1,-6,0.4,58*,1,1,0.8
CC(C)(C)C(=O)Cn1ncc(N2CCOCC2)c(Br)c1=O,1.2,1.1,4,-6,-1,1.1,-9,1.1,1.1,1
CCC(C)NS(=O)(=O)c1ccc(NC(=O)C(Sc2ccccc2)c2ccccc2)cc1 (configuration not stated),0.56,0.9,-8,-11,-24,1.1,-12,0.8,1.1,0.9
CCn1c(SCC(=O)Nc2cc(C)on2)nc2sc(C)c(C)c2c1=O,·,1,·,5,-5,1,-3,0.9,1,0.9
CCOC(=O)N1CCC(NCCNC(=O)c2ccccc2)CC1,1,1,14,-2,-13,1,0,1,1,1
O=C(CN1CCOCC1)NCc1ccccc1,1.2,1,-8,5,-4,1,0,1,0.9,1
COc1cccc(CNc2nc(-c3cccnc3)nc3ccccc23)c1,0.79,1,-3,-6,-13,1.1,-9,1,1.1,0.9
O=C(Nc1ccccc1)c1cccc(C(F)(F)F)c1,1.4,1,35,-8,-5,1,-4,1,1.1,0.9
Cc1ccccc1-n1c(-c2ccco2)n[nH]c1=S,1.2,1.1,-11,-4,-1,1,-2,1.1,1,0.9
O=C(COC(=O)c1ccccc1)NCc1ccco1,1.2,0.9,3,-10,-18,1.1,-6,1.1,1.1,0.9
CCCCN(CC(=O)NCc1ccc(F)cc1)C(=O)c1ccco1,1.2,1,3,-5,-8,1,0,1,1.1,1.1
O=c1nc2cccc3c2=c(/c1=C(\O)c1ccccc1)c1ccccc1c3=O,1,0.8,16,2,5,1.1,-8,1.2,1,1
O=C(NCC(c1ccco1)N1CCN(c2ccc(F)cc2)CC1)OCc1ccccc1 (configuration not stated),1,0.9,2,-5,-18,1,0,0.8,1.1,0.7
CCC(C)NC(=O)CSc1nc2ccsc2c(=O)n1NC(=O)c1ccccc1 (configuration not stated),1.6,1.1,23,-2,-11,1,-3,1,1,0.9
N#C/C(=C/c1ccc2c(c1)OCO2)C(=O)Nc1ccc(O)cc1,2.1,1,18,6,5,0.4,60*,1,0.9,1.1
Cc1[nH]c2ccc3c(ncn3CCC#N)c2c1C,1.1,0.9,2,2,-9,1,-3,0.8,1,1
CN1CCN(S(=O)(=O)c2cccc(C(=O)N(c3ccccn3)C3CCCCC3)c2)CC1,1.4,1,-3,-2,-11,1,-2,1.1,1,1
COc1ccccc1C(=O)NC(CCSC)C(=O)NCC(c1ccco1)N(C)C (configuration not stated),1.2,0.9,-11,-3,-6,1,0,0.9,1,0.9
CC1(C)CC(O)C(CCC(O)c2ccccc2)C(C)(C)N1 (configuration not stated),1.1,1,-3,-6,-14,1.1,-7,1,1.1,1
CCCNC(=O)Cn1cnc2sc(C(=O)N3CCCC(C(=O)OCC)C3)c(C)c2c1=O (configuration not stated),0.97,1,4,-3,-9,1.1,-5,1,1,1
CCOc1ccc(C(=O)NNC2CC(=O)N(CCc3ccccc3)C2=O)cc1OC (configuration not stated),1.1,0.9,6,-8,-8,1,-4,0.9,1.1,0.9
Cc1ccc(S(=O)(=O)NCCC(=O)Nc2nccs2)cc1,1.2,1,-10,-2,-6,1,-4,1,1,1.3
CC(=O)CCc1oc2ccc(C)cc2c1-c1ccc(C)o1,0.95,·,3,-5,-4,1.1,-7,·,1,0.9
Cc1ccc(-c2ccc(CCC(=O)O)n2NC(N)=S)cc1,1.1,1.2,6,1,1,1,-1,0.9,1,0.9
COc1cc(NC(=O)c2ccc(COCC(F)(F)F)o2)cc(OC)c1OC,1,0.9,2,-1,-11,1.1,-7,0.8,1,1
Cc1ncc(CN2CCC(CO)(Cc3ccccc3)CC2)s1,1.1,1.1,6,-3,-5,1,-1,1,1,1
Cc1cc(C(=O)CNCc2ccco2)c(C)n1-c1ccc(F)cc1,1.4,1,27,-7,-18,0.6,39,1.2,1.1,1
COC(=O)C1=C(CSCc2ccco2)NC(=O)NC1c1cc(C)ccc1C (configuration not stated),1.1,0.8,13,-8,-18,1.1,-6,0.8,1.1,1
Cc1ccc2cc(-c3noc(C4CCCCC4)n3)c(=O)[nH]c2c1,1.4,0.9,19,-2,-2,1,0,0.9,1,1
CCOC(=O)C1(Cc2cccc(F)c2)CCN(C(=O)Cc2cccnc2)CC1,1,1,4,-5,-12,1.1,-6,1,1,1.1
